Source: PubChem (The Scripps Research Institute Molecular Screening Center)
TAAR1 antagonist = antagonists of human TAAR1 | 1.5% of 360,000 active | Q96RJ0 | CHO RD-HGA16 TAAR1, Fluo-8 calcium fluorescence, antagonist | inhibition, % at 3 µM | AID 624466;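 active = inhibition above a per-plate cutoff, the mean inhibition of test compounds on that plate plus 3 SD, cut at about 49% in these data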;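 also: 0% = DMSO plus EC80 beta-PEA response and 100% = DMSO alone without agonist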
Target sequence (Q96RJ0 whole entry, looked up): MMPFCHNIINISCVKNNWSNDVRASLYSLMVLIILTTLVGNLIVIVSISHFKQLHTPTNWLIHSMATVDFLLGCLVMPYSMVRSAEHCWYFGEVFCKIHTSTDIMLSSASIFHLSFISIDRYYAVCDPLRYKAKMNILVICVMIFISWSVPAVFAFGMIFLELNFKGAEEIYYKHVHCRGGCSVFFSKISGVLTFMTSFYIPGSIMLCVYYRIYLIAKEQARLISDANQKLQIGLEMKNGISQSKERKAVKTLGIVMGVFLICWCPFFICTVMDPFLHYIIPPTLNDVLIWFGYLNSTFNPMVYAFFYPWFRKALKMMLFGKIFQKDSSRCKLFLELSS
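Assay system: CHO-derived RD-HGA16 cells stably expressing human TAAR1 plus Gα16. Timing: 140 s kinetic read after compound, 140 s after agonist. Technique: kinetic Fluo-8 calcium fluorescence measurement. Measure: % inhibition of agonist calcium response.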
CHO-K1 Ca ag = nonselective activator or artifact in parental CHO-K1 cells; Fluo-8 calcium fluorescence; scaled to maximal ATP response, vehicle zero; activation, % at 3 µM; 0.48% of 360,000 active; AID 602248; in the data active = activation above about 15%;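 also: untransfected CHO-K1 host cells lacking M1 receptor as counterscreen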
M1 PAM parental = counter-screen for M1 PAMs: effect in parental CHO-K1 cells. ATP EC20, Fluo-8 calcium fluorescence; 0% at ATP EC20, 100% at ATP max. activation, % at 3 µM. 0.02% of 360,000 active. AID 602247;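 active = activation above the run cutoff, the mean activation of all test compounds plus 3 SD, cut at about 40% in these data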;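 also: peak over basal fluorescence ratio in a 140 s read after ATP addition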
M1 ag = activates human CHRM1 receptor; 0.33% of 360,000 active; activation, % at 3 µM; CHO-K1 hM1, Fluo-8 calcium fluorescence, agonist mode; 0% DMSO, 100% acetylcholine EC100; AID 588814;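 active = activation above the run's mean compound activation plus 3 SD, cut at about 16% in these data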;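 also: peak over basal fluorescence ratio within a 140 s kinetic read after compound addition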
Target sequence (P11229 whole entry, looked up): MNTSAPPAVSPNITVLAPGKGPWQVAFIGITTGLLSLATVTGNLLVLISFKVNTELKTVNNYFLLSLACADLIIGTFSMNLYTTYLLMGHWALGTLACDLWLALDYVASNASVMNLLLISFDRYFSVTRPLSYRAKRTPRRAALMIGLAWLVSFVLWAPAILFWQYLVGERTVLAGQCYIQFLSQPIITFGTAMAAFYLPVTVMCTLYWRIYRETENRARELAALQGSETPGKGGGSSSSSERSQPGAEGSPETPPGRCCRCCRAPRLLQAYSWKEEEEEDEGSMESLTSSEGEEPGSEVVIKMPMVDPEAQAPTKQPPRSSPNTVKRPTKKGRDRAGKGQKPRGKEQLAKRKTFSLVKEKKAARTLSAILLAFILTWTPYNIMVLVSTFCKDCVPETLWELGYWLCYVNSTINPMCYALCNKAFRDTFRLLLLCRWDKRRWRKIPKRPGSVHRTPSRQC
CHO-K1 Ca antag = nonselective inhibitor or artifact in parental CHO-K1 cells | ATP-induced calcium, Fluo-8 fluorescence | inhibition, % at 3 µM | 0.6% of 360,000 active | AID 602250;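 active = inhibition above a per-plate cutoff, the plate's mean sample inhibition plus 3 SD, cut at about 24% in these data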;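 also: 0% = DMSO plus EC80 ATP and 100% = DMSO alone without ATP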
M1 PAM = human CHRM1 positive allosteric modulation | 0.088% of 360,000 active | activation, % at 3 µM | CHO-K1 hM1, Fluo-8 calcium fluorescence, ACh EC20; 0% = ACh EC20, 100% = maximal ACh | P11229; in the data active = activation above about 19%, passing the limit was not always enough
CHO parental Ca = counter-screen for OX1R antagonists: effect in parental CHO cells; parental CHO-K1, ATP-induced calcium, Fluo-8 fluorescence; inhibition, % at 5.6 µM; 0.63% of 330,000 active; AID 463079;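 active = inhibition above that plate's mean sample inhibition plus 3 SD, cut at about 26% in these data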;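 also: 0% = ATP-challenged DMSO wells and 100% = DMSO wells without ATP; some compounds past the cut are filed as inactive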
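Test system: parental CHO cells; detection: calcium-sensitive Fluo-8 fluorescence; evaluation: percent inhibition of calcium signal; also added: ATP as calcium-mobilizing challenge; repeats: one well per compound; control set: ATP-challenged DMSO wells low, unchallenged DMSO wells high; compound: single nominal dose of 5.6 µM per compound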
TAAR1 agonist = agonists of human TAAR1. activation, % at 3 µM. 0.99% of 360,000 active. CHO RD-HGA16 TAAR1, Fluo-8 calcium fluorescence; vehicle wells 0%, saturating PEA agonist 100%. Q96RJ0;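 active = activation above the mean activation of all test compounds in the run plus 3 SD, cut at about 38% in these data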
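System: CHO-derived RD-HGA16 cells with stable Gα16 and human TAAR1 / Times: 17-24 h plating, Fluo-8 75 min 37 °C, 30 min RT / Technique: calcium-sensitive Fluo-8 signal, excitation 470-495, emission 515-575 nm / Measure: % activation relative to PEA EC100 response / Benchmarks: DMSO and PEA EC100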
M1 antag = human CHRM1 antagonism; P11229; CHO-K1 hM1, Fluo-8 calcium fluorescence, ACh EC80 antagonist; inhibition, % at 3 µM; 1.3% of 360,000 active; AID 588852;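 active = percent inhibition above its own plate's cutoff, namely the mean of that plate's compound wells plus 3 SD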;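 also: peak over basal fluorescence ratio during 140 s after agonist addition; 0% = ACh EC80 plus DMSO and 100% = DMSO alone without agonist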
* = called active by the depositor; . = no result given. The order is random; 4.4% or so of the library scored in one or more.

SMILES	TAAR1 antagonist	CHO-K1 Ca ag	M1 PAM parental	M1 ag	CHO-K1 Ca antag	M1 PAM	CHO parental Ca	TAAR1 agonist	M1 antag
Cc1cc2oc(=O)cc(COC(=O)Cn3cnnn3)c2cc1C(C)C	4	0.6	1	-4	-6	6	-1	7	-5
CCOC(=O)c1ccc(NC2c3ccccc3C(=O)N2c2cccnc2)cc1 (stereo not given)	0	0.9	16	-2	-8	8	-12	0	-12
COc1ccc(/C(C)=N/NC(=O)C2CC2)cc1	-1	0.2	1	-2	-8	1	1	3	0
CC(=O)Nc1ccc(S(=O)(=O)NCc2ccc(C(=O)NCc3ccc4c(c3)OCO4)cc2)cc1	13	0.3	8	-3	-7	4	-5	1	-21
Cc1ccc(COc2ccc(C(=O)NN)cc2)cc1	7	0.3	6	-2	-9	5	-2	1	-4
Cc1c(O)c(CN2CCCCC2)cc2c3c(c(=O)oc12)CCC3	-5	0.3	16	-6	-9	8	-13	12	-9
O=S(=O)(c1ccccc1)N1CCc2ccccc2C1	-1	0.3	9	-6	1	2	-7	2	-10
CCC1(c2ccccc2)NC(=O)N(CC(=O)Nc2ccc(S(N)(=O)=O)cc2)C1=O (stereo not given)	-3	-0.2	6	-4	11	-2	8	0	4
NC(=O)NN=C1C2CCCC1C(c1ccccc1)NC2c1ccccc1 (stereo not given)	-50	-0.3	16	-5	-8	-23	-27	5	37
CC(O)[C@@H](C(=O)N1CCNCC1)n1cc(CCCCN)nn1 (stereo not given in full)	9	0.2	12	-5	-9	-1	2	14	8
CCOC(=O)CN1C(=O)N[C@@H](CCc2ccccc2)[C@@H](C(=O)OC)[C@H]1C	13	0.1	-11	3	-1	15	-6	7	7
NS(=O)(=O)c1ccc(CCNC(=O)c2ccc(CS(=O)(=O)c3ccc(Br)cc3)o2)cc1	10	1.9	1	-3	-5	-1	-14	5	1
COC(=O)CCCSc1nccn1-c1ccccc1	15	0.3	13	-4	-12	9	-6	3	-9
N#Cc1c(-c2ccc(F)cc2)nc(-c2ccccc2)[nH]c1=O	7	0.6	-9	-5	8	-2	-14	4	3
NS(=O)(=O)c1cc(C(=O)OCC(=O)Nc2ccc3[nH]c(=O)[nH]c3c2)ccc1Cl	13	-0.1	-3	-2	0	-1	2	1	5
CC1CC(C)CN(CCCNC(=O)c2ccc3c(c2)NC(=O)C(N2CCCCC2)S3)C1 (stereo not given)	-11	0.1	2	-5	0	-1	-10	1	1
COc1ccc(CSCC(=O)NCCC(C)C)cc1	3	0.9	8	-1	-3	5	-12	17	1
O=C(Nc1ccc(Br)cn1)c1ccc(Br)s1	-15	0.2	2	-5	-8	2	-24	8	-11
CC(C)CC(=O)Nc1cccc(NC(=O)CC(C)C)n1	-11	0.4	5	-6	0	1	-10	1	6
CCN(CC)CCCNC(=O)c1csc(Nc2cccc3ccccc23)n1	-9	0.1	14	-10	-9	4	-25	2	-15

Given in CSV form: 6 of the compounds above
structure,TAAR1 antagonist,CHO-K1 Ca ag,M1 PAM parental,M1 ag,CHO-K1 Ca antag,M1 PAM,CHO parental Ca,TAAR1 agonist,M1 antag
NS(=O)(=O)c1cc(C(=O)OCC(=O)Nc2ccc3[nH]c(=O)[nH]c3c2)ccc1Cl,13,-0.1,-3,-2,0,-1,2,1,5
CC1CC(C)CN(CCCNC(=O)c2ccc3c(c2)NC(=O)C(N2CCCCC2)S3)C1 (stereo not given),-11,0.1,2,-5,0,-1,-10,1,1
NS(=O)(=O)c1ccc(CCNC(=O)c2ccc(CS(=O)(=O)c3ccc(Br)cc3)o2)cc1,10,1.9,1,-3,-5,-1,-14,5,1
CCN(CC)CCCNC(=O)c1csc(Nc2cccc3ccccc23)n1,-9,0.1,14,-10,-9,4,-25,2,-15
N#Cc1c(-c2ccc(F)cc2)nc(-c2ccccc2)[nH]c1=O,7,0.6,-9,-5,8,-2,-14,4,3
O=C(Nc1ccc(Br)cn1)c1ccc(Br)s1,-15,0.2,2,-5,-8,2,-24,8,-11

(further entries)
SMILES	TAAR1 antagonist	CHO-K1 Ca ag	M1 PAM parental	M1 ag	CHO-K1 Ca antag	M1 PAM	CHO parental Ca	TAAR1 agonist	M1 antag
CCN(c1ccccc1)S(=O)(=O)c1ccc(OC)c(N=N/C(C(=O)Nc2ccccc2)=C(/C)O)c1	-6	1.6	2	-4	-15	-1	-1	1	2
CCc1nnc(NC(=O)C2CC(=O)N(Cc3ccccc3)C2)s1 (stereo not given)	-6	1.1	11	2	-6	12	-13	1	-8
O=C(NCCCN1CCCC1=O)c1nnc(Cc2c(F)cccc2Cl)o1	-17	0.0	5	-5	-1	-5	-5	11	3
COc1cccc(-n2c(SCC(=O)NCCc3ccccc3)nnc2-c2ccoc2C)c1	1	0.4	7	-6	-10	-1	-28	0	1
COc1ccccc1NC(=O)COC(=O)CNC(=O)c1ccc(OC)c(OC)c1	-23	1.0	26	-1	-7	12	-19	5	-11
NC(=O)c1ccsc1NC(=O)c1ccc2c(c1)CCCC2	24	0.2	13	-1	-5	7	-4	-1	-9
CCn1c(SCC(=O)Nc2nccc(C)n2)nc2ccccc21	1	1.1	16	-3	-16	13	-12	3	-23
CC1(C)NC(C(=O)O)Cc2c1[nH]c1ccccc21 (stereo not given)	-1	-0.6	-8	-4	12	-8	5	9	8
N#CCCN(C(=O)COC(=O)c1ccc(CNS(=O)(=O)c2ccc(F)c(Cl)c2)cc1)c1ccc(F)cc1	31	5.8	11	-13	1	-27	8	19	79*
CSC1=N/C(=C\c2cccnc2)C(=O)N1c1ccccc1	5	14	23	-7	2	6	-14	5	0
NC(=O)NC(=O)COC(=O)CCCc1c[nH]c2ccccc12	-7	1.9	18	-1	-9	6	5	12	-6
O=S(=O)(N/N=C\C=C\c1ccccc1)c1ccc(Cl)cc1	1	0.2	13	-6	-16	-4	-7	6	8
O=C(NCCCc1ccccc1)C1CCN(c2nnc(-n3cccc3)s2)CC1	-31	0.2	5	-8	6	-1	-32	-2	-3
COc1ccc(CN2CCN(C(=O)c3cccc4ccccc34)CC2)cc1OC	-4	0.9	8	-3	-6	11	-11	1	-14
CC(=O)c1cccc(NC(=O)C2C3CCC(C3)C2C(=O)O)c1 (stereo not given)	-33	0.1	0	-2	2	1	-2	3	-5
Cc1ccc2c(c1)nnn2C1CCN(C(=O)C23CC4CC(CC(C4)C2)C3)CC1	-6	1.0	16	-5	-4	-1	-11	3	-2
CC(=O)Nc1ccc(S(=O)(=O)Nc2cc(C)c(-n3nc4ccccc4n3)cc2O)cc1	26	0.0	5	2	0	8	-13	13	2
O=C(NCCc1c[nH]c2ccccc12)c1ccc(F)cc1F	1	1.2	-3	-5	-11	0	-11	0	1
O=c1sc2ccccc2n1COc1ccccc1	4	0.0	16	-13	-28	1	.	-1	-21
C[C@H]1CN([C@@H](C)CO)C(=O)c2c(c3ccccc3n2C)-c2ccccc2CO[C@H]1CN(C)C(=O)[C@@H]1CCCN1C	1	0.0	-4	-4	2	4	.	7	1
COc1ccc(CCn2c(N3CCOCC3)nc3c2c(=O)[nH]c(=O)n3C)cc1	9	0.2	19	-2	-4	2	0	7	3
COc1ccc(C2c3c(n[nH]c3C)CC(C)(O)C2C(C)=O)cc1OC (stereo not given)	11	0.3	2	-3	-10	-3	4	8	4
Cc1nn(-c2ccccc2)nc1C(=O)NNC(=O)c1ccc(C(F)(F)F)cc1	-17	1.5	10	-3	-3	9	-12	-2	-20
CCC(CC)C(=O)NCCc1cc2ccc(OC)cc2[nH]c1=O	5	0.8	18	-2	-9	5	-5	8	-6
COc1cccc(NC(=O)C2CCN(c3ncccn3)CC2)c1	-11	0.5	15	-3	-5	6	-14	4	-5
CCOc1ccccc1CNCc1ccc(F)cc1	-2	2.1	14	-6	-12	7	-16	0	-7
COC(C(=O)Nc1ccnn1C1CCN(Cc2ccc(CO)o2)CC1)c1ccccc1 (stereo not given)	0	1.0	-13	-3	2	-1	-2	0	29
CC(C)(C)c1ccc(-c2cnco2)cc1	-18	-0.2	5	-1	-6	10	-2	7	-14
CCC(Oc1ccccc1)C(=O)Nc1nc2ccccc2[nH]1 (stereo not given)	-10	1.6	19	-2	-9	7	-21	6	-1
O=C(c1cccc(N2C(=O)C3C4C=CC(C4)C3C2=O)c1)N1CCN(c2ccccc2)CC1 (stereo not given)	8	3.4	11	-4	-9	8	-21	1	-8
NC(=O)c1ccsc1NC(=O)COC(=O)CCc1ccccc1	44	16*	-4	6	6	-18	.	17	23
COC(=O)c1ccc(-c2noc(CN3CCCC(CNC(C)=O)C3)n2)cc1 (stereo not given)	-29	0.3	21	-4	-17	11	-11	2	-17
C[C@H](NC(=O)c1ccco1)C(=O)Nc1nnc(SCc2ccccc2)s1	-31	-0.3	7	7	-9	4	-13	11	-4
O=C(NCc1nc(-c2ccccc2)cs1)c1ccccc1	6	2.7	10	-7	0	3	14	2	-14
COc1ccc(-c2nc(C#N)c(NCC3CCCO3)o2)cc1OC (stereo not given)	13	0.0	9	-5	-12	6	-6	4	-6
O=C(NCCN1CCC(n2c(=O)[nH]c3ccccc32)CC1)c1ccccc1C(F)(F)F	3	4.4	0	.	-7	.	.	4	.
O=C(N/N=C/C(Br)=C\c1ccccc1)c1ccco1	-8	1.5	13	0	-1	2	8	5	-9
CCC(C(=O)NCCCN1CCN(CC)CC1)n1nc(C)n2c(cc3occc32)c1=O (stereo not given)	-7	0.3	4	-3	-10	6	-1	-1	-8
Cc1cccc(N2CCN(S(=O)(=O)c3ccc4c(c3)CC(=O)N4C)CC2)c1C	-3	8.5	13	-1	-8	-4	-1	1	8
Cc1ccc(NC(=O)CCc2ccccc2)cc1S(=O)(=O)N1CCOCC1	-3	-0.2	-27	7	9	7	-22	4	-12
O=C(Nc1ccc2nc3ccccc3nc2c1)c1ccccc1	22	2.2	13	-2	3	-3	-10	10	2
O=C(CSc1nc(Nc2ccccc2)nc(N2CCOCC2)n1)Nc1ccc2c(c1)OCCO2	-18	0.5	25	-5	-18	1	-20	-1	5
O=S(=O)(NCC1CCCO1)c1ccc(NS(=O)(=O)c2ccc(F)cc2)cc1 (stereo not given)	2	0.7	2	-3	-6	-1	3	1	2
CC(NC(=O)c1ccc2c(=O)n3c(nc2c1)CCCCC3)c1ccccc1 (stereo not given)	-2	5.6	-12	-5	8	1	.	2	4
COc1ccc(OC)c(NC(=O)CC2C(=O)NCCN2C(=O)Nc2cccc(Cl)c2)c1 (stereo not given)	3	0.7	7	-4	1	0	-1	1	-2
COc1cccc(NC(=O)CCN2C(=O)C3CC=CCC3C2=O)c1 (stereo not given)	0	0.3	-17	-1	11	15	-8	2	-13
COC(=O)c1sccc1NC(=O)c1ccc(OC)cc1	7	0.9	21	-2	-7	4	-14	2	-5
